RT RNaseH block – blocks HIV-1 RNase H cleavage of RNA/DNA duplex; RT-RNase H RNA/DNA duplex cleavage, fluorescence; inhibition, % at 10 µM; hit rate 1.9% among 65,000; in the data active = inhibition above about 50%
RmlC RmlD mix – mixture blocks RmlC and RmlD coupled enzyme activity | RmlC/RmlD coupled enzyme inhibition, 384-well mixture HTS | inhibition, % at 5.5 µM | hit rate 0.39% among 110,000; in the data active = inhibition above about 30%, passing the limit was not always enough; also: strong numbers were not always called active
An asterisk follows results filed as active; x = no result given. Only part of the results is shown; the hit share may differ from the screen's.

molecule,RT RNaseH block,RmlC RmlD mix
CCC1(CC)Cc2ccccc2C(CC(=O)N2CCOCC2)=N1,x,7
Cc1ccc(C)c(OCC(=O)Nn2c(C)nc3ccccc3c2=O)c1,x,-2
CCN1CCN(C(c2ccc(F)cc2)c2nnnn2Cc2cccs2)CC1 (configuration not stated),-13,-10
Cc1occc(=O)c1OC(=O)Nc1ccccc1,-2,2
O=C(c1ccc(Cl)s1)N1CCN(c2ccccc2)CC1,-5,-21
CC1=C(N2CCCCC2)CCC1=O,x,8
CCC(C)C1C(C#N)=C(N)Oc2n[nH]c(C)c21 (configuration not stated),-14,6
COc1cc2[nH]c(=O)n3nc(-c4ccccc4)nc3c2cc1OC,-23,41
CCOC(=O)Cn1c(CN2CCN(c3cccc(Cl)c3)CC2)nc2c1c(=O)[nH]c(=O)n2C,-14,-4
O=C(COc1ncnc2ccccc12)NCCCN1CCCC1=O,5,-13

Reprinted at random: 6 entries already listed, in no set order.
molecule,RT RNaseH block,RmlC RmlD mix
CC1=C(N2CCCCC2)CCC1=O,x,8
CCC(C)C1C(C#N)=C(N)Oc2n[nH]c(C)c21 (configuration not stated),-14,6
Cc1ccc(C)c(OCC(=O)Nn2c(C)nc3ccccc3c2=O)c1,x,-2
COc1cc2[nH]c(=O)n3nc(-c4ccccc4)nc3c2cc1OC,-23,41
Cc1occc(=O)c1OC(=O)Nc1ccccc1,-2,2
O=C(COc1ncnc2ccccc12)NCCCN1CCCC1=O,5,-13

(next part)
molecule,RT RNaseH block,RmlC RmlD mix
CCOc1c2ccc(C(=O)NCCc3cccs3)cc2nn1CC,x,7
O=C(Nc1ccc2c(c1)OCCO2)c1ccc(CN2CCOCC2)cc1,-41,11
CC1(C)CC2(CCO1)N1CC3(C)CN2CC(C)(C1)C3=O (configuration not stated),x,-10
CCOC(=O)c1c(C)oc2ccc(O)c(CN3CCCCC3)c12,2,6
CCOc1ncccc1C(=O)OCc1cc(=O)n2c(n1)sc1ccccc12,7,x
Cn1ncc2c1ncn1c(-c3ccccc3Cl)nnc21,-10,x
COc1ccc(-c2nc3ccccc3c(=O)n2CCCn2ccnc2)cc1,0,2
Cc1ccc(C2C(C#N)=C(N)Oc3cc4c(cc32)OCO4)cc1 (configuration not stated),-18,-15
Cc1c(Br)cc(-c2nnco2)cc1Br,-16,-11
COc1ccc(S(=O)(=O)N2CCC(C(=O)N3CCOCC3)CC2)cc1OC,2,-16
Cc1cccc(C)c1N1C(=O)C2ON(c3ccccc3)C(c3ccncc3)C2C1=O (configuration not stated),-9,9
COc1ccc2[nH]c(=O)c(CN(CCO)C(=O)c3cccs3)cc2c1,x,-20
CN1C(=O)/C(=C\c2ccccc2)Sc2ccc(C(=O)N3CCN(c4ccccn4)CC3)cc21,x,3
CCCc1ccc(Oc2cn[nH]c2-c2ccc(O)cc2O)cc1,-48,4
COc1cc(NC2=CC(=O)CC(C)(C)C2)cc(OC)c1OC,-4,3
CC(=O)NC1C(=O)N=C(SCC(=O)NCc2ccccc2)NC1=O (configuration not stated),-5,0
CCCN1CCC(=O)N([C@H](CSc2ccc(OC)cc2)CC(C)C)CC1,x,2
Cc1onc(-c2ccccc2Cl)c1C(=O)Nc1ccc(CN2CCCC2)cc1,-16,6
Cc1c(NC(=O)Cn2cnc3c(=O)n(C)c(=O)n(C)c32)cccc1-c1nc2ccccc2o1,2,x
CC(C)n1c(N2CCN(C(=O)Nc3ccccc3)CC2)nc2ccccc21,x,-20
COc1ccc2nc(C)cc(C(=O)O)c2c1,1,2
CCC(c1nnc(SCC(=O)NCC2CCCO2)n1Cc1ccccc1)N(C)C (configuration not stated),-2,x
CCOC(=O)c1ccc(NC(=O)c2nc[nH]c2C(=O)N(CC)CC)cc1,x,7
CC1Sc2ccccc2N(CC(=O)N(C(C)C)C(C)C)C1=O (configuration not stated),x,10
CCO[C@H]1OC(C(=O)NCc2ccccc2)=C[C@@H](c2ccccc2)[C@@H]1CCCO,x,5
CCOC(=O)N1CCN(S(=O)(=O)c2ccc(C(=O)Nc3sc4c(c3C#N)CCC4)cc2)CC1,-7,x
COc1ccccc1N1CC(C(=O)OCC(=O)c2ccc(F)cc2)CC1=O (configuration not stated),-9,4
N#CC1=C(N)OC2=C(C(=O)CCC2)C12CCC1(CC2)OCCO1,2,-16
Cc1cc(Cl)c(S(=O)(=O)N2CCSCC2)cc1OCC(=O)NC1CCCCC1,x,4
O=C(O)CCCNS(=O)(=O)c1cccs1,-2,-13
COC(=O)c1sccc1NC(=O)CSc1ccccc1NS(=O)(=O)c1ccc(Cl)cc1,x,-9
CCOP(=O)(c1ccc(N(C)C)cc1)C(O)c1ccccc1OC (configuration not stated),-8,-175
C=CCn1c2ccccc2c2nnc(SCC(=O)Nc3c(C)n(C)n(-c4ccccc4)c3=O)nc21,x,8
COc1ccc(CNC(=O)CCn2c(=O)oc3ccccc32)cc1,-17,-8
CC1CC(C)CN(CCCNC(=O)Cc2c(C(=O)O)n(C)c3ccccc23)C1 (configuration not stated),x,-214
CCOc1ccc2[nH]c(=O)c(CN(Cc3nnnn3Cc3ccccc3)CC3CCCO3)cc2c1 (configuration not stated),3,4
c1ccc2[nH]c(-c3cscn3)nc2c1,-2,x
CCN(C(=O)CCc1nc(-c2ccccc2F)no1)c1cc(OC)ccc1OC,-28,11
CCN(CC)CCCN1C(=O)C(=O)/C(=C(/O)c2ccc(OC)c(Cl)c2)C1c1ccco1 (configuration not stated),-15,x
O=C(CCCn1c(=O)[nH]c2cc(Cl)ccc2c1=O)N1CCC2(CC1)OCCO2,-24,x
CC(C)NC(=O)CCNS(=O)(=O)c1ccc(Br)cc1,6,6
CCOC(=O)N1CCN(c2ccc(C(=O)CC)cc2F)CC1,-5,-8
COC(=O)C1=C(c2cc3ccccc3o2)C[C@@H]2CC[C@H]1N2C(=O)N1CCCCC1,x,6
CCOC(=O)N1CCN(C(=O)Nc2ccc3nc(C)sc3c2)CC1,0,6
CNC(=O)CSCc1c(F)cccc1Cl,x,1
c1ccc(COc2ccc(OCCn3cncn3)cc2)cc1,-10,3
CC(n1cnnn1)C12CC3CC(CC(C3)C1)C2 (configuration not stated),-2,-10
Cc1cccc(/N=C/c2c(O)c3ccccc3oc2=O)n1,-6,8
Cc1nnc(SCC(=O)NCc2ccco2)[nH]c1=O,6,3
O=C(Cn1nnc(-c2ccccc2F)n1)Nc1ccc2c(c1)OCO2,6,x

Carrying on:
molecule,RT RNaseH block,RmlC RmlD mix
CC1=CC(c2ccc(Cl)cc2)n2nc(NC(=O)c3ccccc3)nc2N1 (configuration not stated),x,4
S=C(Nc1cccc2ccccc12)NN1CCOCC1,x,-1
O=C(CC1COc2ccccc2O1)NCCc1ccccc1 (configuration not stated),x,14
COc1ccc(C2C(C#N)=C(N)OC3=C2C(=O)CCC3)c(OC)c1OC (configuration not stated),0,-10
O=C1CCCC(O)=C1C1NCCc2ccccc21 (configuration not stated),x,-12
Cc1ccc(/C=N/NC(=O)C2=NNC(c3ccccc3)(c3ccccc3)C2)c(O)c1,x,0
CSc1nc(-c2ccccc2)nn1C(=O)c1ccc(Cl)cc1,x,38
Cc1cc(C(=O)CSc2nnc(-c3ccc(OC(F)F)cc3)o2)c(C)n1Cc1cccs1,79*,1
O=C(/C=C/c1cccc(C(F)(F)F)c1)Nc1cccc(C(F)(F)F)c1,x,4
O=C(Nc1ccccc1-c1ccccc1)NC1CCN(CC(=O)N2CCOCC2)CC1,-7,6
CSc1ccc(N2C(=O)NC3(CCCCC3)C2=O)cc1,-50,6
O=C(c1ccccc1Sc1cccc2ccccc12)N1CCOCC1,x,-12
CCCCOc1ccc(C(=O)N2CCCCCC2)cc1,10,-9
CCOc1ccc(OCc2ccc(C(=O)Nc3cccc(C)n3)o2)cc1,5,-14
CC(=O)c1cccc(NC(=O)NC2CC3CCCC(C2)N3CC(C)C)c1 (configuration not stated),x,-9
Cc1cc(=O)n(CCCO)c(O)c1C#N,-55,-18
CC(=O)c1noc(C)c1C(=O)Nc1nccs1,x,-8
O=C(NCc1ccccn1)c1ccc(Cl)s1,x,2
COc1ccc(-c2ccc(-c3noc(-c4ccncc4)n3)c(OC)n2)cc1,29,x
CCc1cc2c3c(c(=O)oc2cc1O)CCCC3,-35,-112
CN1C(=O)C(CC(=O)Nc2ccc3c(c2)Cc2ccccc2-3)N(C)C1=O (configuration not stated),-11,-6
CCc1ccc(OCCCC(=O)Nc2ccc(N3CCCCC3)cc2)cc1,x,-8
O=C(COC(=O)c1ccco1)Nc1ccccc1,-2,-8
CCN(C(=O)Cn1c(=O)n2nc(CCn3nc(C)cc3C)nc2c2ccccc21)c1cccc(C)c1,-4,19
O=C(c1cccs1)c1cn(Cc2ccccc2Cl)c2ccccc12,x,30
COc1ccccc1NC(=O)CSc1nnnn1-c1ccc2c(c1)OCO2,-21,0
CCC(=O)Nc1c(-c2cccs2)c(=O)c2ccccc2n1C,-12,-20
O=C(O)C1C2C=CC(CC2)C1C(=O)O (configuration not stated),x,12
CCOC(=O)N1CCC(Nc2c(NCCCN(CC)CC)c(=O)c2=O)CC1,x,-12
COc1ccccc1-c1nnn(CC#N)n1,-18,-14
COC(C[C@H]1O[C@@H]1[C@@H](O)[C@H](C)OCc1ccccc1)OC,x,-4
Nc1nc2ccccc2n1CCN1CCCC1,-3,-10
COc1ccccc1-c1nnc(SCC(=O)Nc2ccc(S(N)(=O)=O)cc2)n1C,x,-11
COc1ccc(C2NC(=O)NC(O)(C(F)(F)F)C2C(=O)c2ccc(C)cc2)cc1 (configuration not stated),-4,-7
O=C(COC(=O)CCC(=O)c1ccc(F)cc1)Nc1ccc(N2CCOCC2)cc1,-9,-3
CCCNC(=O)c1c(N)n(Cc2ccco2)c2nc3ccccc3nc12,x,-23
COc1cccc(-n2c(COc3ccc(C)cc3)nnc2SCC(N)=O)c1,-6,1
CCC(CC)c1nnc(NC(=O)c2c(-c3ccccc3)noc2C)s1,84*,-12
Cc1ccc(NC(=O)N/C=C/c2ccco2)c(C)c1,x,-20
Cc1ccc(S(=O)(=O)Nc2ccccc2-c2ccccc2NS(=O)(=O)c2ccc(C)cc2)cc1,x,-11
Cc1cccc(Cn2c(=O)n(-c3ccc(CC(=O)NCc4ccco4)cc3)c(=O)c3sccc32)c1,x,5
CN(C)c1nc(N2CCN(c3ccccc3)CC2)c(C#N)c(=O)o1,x,6
CN1C(=O)CS(=O)c2ccc(C(=O)NC3CC3)cc21 (configuration not stated),-7,-12
COc1ccc(N2C(=O)C3CCCN3C2c2cccc(OC)c2OC)cc1 (configuration not stated),-10,6
Cc1ccc(-n2ncc3c(=O)n(Cc4cccnc4)cnc32)cc1,-9,-10
COc1ccc(N(CC(=O)Nc2cccc(N(C)S(C)(=O)=O)c2)S(C)(=O)=O)cc1OC,2,9
COC(=O)c1ccc(C(=O)OC)nc1,-1,-15
Cc1ccc(NC(=O)CCc2ccc(S(=O)(=O)NC3CCCCC3)cc2)cc1,x,-12
O=C(CS(=O)(=O)c1cn(Cc2ccc(Cl)cc2)c2ccccc12)N1CCCCC1,x,0
COC(=O)c1ccccc1NC(=O)COc1ccc(S(=O)(=O)N2CCCC2)cc1C,-3,0

Continuation.
molecule,RT RNaseH block,RmlC RmlD mix
Cn1nc(SCC(=O)O)sc1=S,20,11
CCCCC/C(=N\O)c1c[nH]c2ccccc12,x,-14
COc1cccc(Nc2ncccc2C(=O)NCc2ccccc2)c1,28,5
O=C(Cn1cnc2ccccc21)OCC(=O)N1CCCc2ccccc21,-26,x
CCCCn1c(=N)n(CC(=O)C(C)(C)C)c2ccccc21,-2,x
COc1cc(CNC2CCCC2)cc(Cl)c1OCc1ccccc1F,x,9
CCC(=O)c1cn(CC(=O)NCC2CCCO2)c2ccccc12 (configuration not stated),-5,11
CCOc1ccccc1NC(=O)C1CCN(S(=O)(=O)c2c(C)nn(C)c2C)CC1,-8,10
CCCCOc1ccc(-c2nnn(CCC(=O)N3CCOCC3)n2)cc1,-7,-7
N#Cc1ccc(CSc2nnc(-c3ccccn3)n2-c2ccc(Cl)cc2)cc1,-11,-8

Entries of single compounds from above. Order of screens: RT RNaseH block, RmlC RmlD mix
`N#Cc1ccc(CSc2nnc(-c3ccccn3)n2-c2ccc(Cl)cc2)cc1` is entered as -11, -8
`CCOc1ccccc1NC(=O)C1CCN(S(=O)(=O)c2c(C)nn(C)c2C)CC1` is entered as -8, 10

(cont.)
molecule,RT RNaseH block,RmlC RmlD mix
O=C(NCc1cccc(Br)c1)C1CC(c2cc(C(F)(F)F)cc(C(F)(F)F)c2)=NO1 (configuration not stated),x,-14
O=C(C(NS(=O)(=O)c1cccs1)c1ccccc1)N1CCN(c2ccccc2)CC1 (configuration not stated),2,-9
COc1ccc(S(=O)(=O)Cc2ccc(C(=O)NCc3cccs3)o2)cc1,-13,-13
CCOCCCNC(=O)C(NC(=O)CNC(=O)c1ccccc1)c1ccccc1 (configuration not stated),x,1
Cc1ccc(S(=O)(=O)N2CCC(=O)N(C(COCc3cccc(C(F)(F)F)c3)C(C)C)CC2)cc1 (configuration not stated),x,-16
COC(=O)[C@@]1(Cc2ccc(OC)cc2)[C@H]2c3cc(C(=O)N4CCCC4)n(CCO)c3C[C@H]2CN1C(=O)c1ccccc1,x,-56
O=C(Nc1ccccc1N1CCCC1)c1cc2ccccc2o1,-71,x
O=C(NCC(=O)N(c1cccnc1)C(C(=O)NCc1ccco1)c1ccccc1)c1ccco1 (configuration not stated),-1,-8
